Compound activity from PubChem.
bovine MsrA act – activators of bovine methionine sulfoxide reductase A | purified bovine MsrA, absorbance read-out | activation, % at 10.6 µM | 0.3% of 360,000 active | AID 602163; in the data active means activation above about 7.5%;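 further: 0% = vehicle and 100% = reference activator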
Rin1-Abl PPI inh – human Rin1-Abl interaction inhibition. P00519+Q13671. TR-FRET Rin1/Abl binding, biochemical. inhibition, % at 7.35 µM. 0.4% of 360,000 active. AID 588664; in the data active means inhibition above about 5%, passing the limit was not always enough
eLon inh – E. coli protease La inhibition; 0.42% of 360,000 active; purified E. coli Lon protease, fluorescence polarization; AID 602123; P0A9M0; inhibition, % at 7.94 µM; in the data active means inhibition above about 13%, passing the limit was not always enough;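 further: 0% = enzyme with probe and DMSO and 100% = no enzyme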
Target sequence (P0A9M0 whole entry, looked up): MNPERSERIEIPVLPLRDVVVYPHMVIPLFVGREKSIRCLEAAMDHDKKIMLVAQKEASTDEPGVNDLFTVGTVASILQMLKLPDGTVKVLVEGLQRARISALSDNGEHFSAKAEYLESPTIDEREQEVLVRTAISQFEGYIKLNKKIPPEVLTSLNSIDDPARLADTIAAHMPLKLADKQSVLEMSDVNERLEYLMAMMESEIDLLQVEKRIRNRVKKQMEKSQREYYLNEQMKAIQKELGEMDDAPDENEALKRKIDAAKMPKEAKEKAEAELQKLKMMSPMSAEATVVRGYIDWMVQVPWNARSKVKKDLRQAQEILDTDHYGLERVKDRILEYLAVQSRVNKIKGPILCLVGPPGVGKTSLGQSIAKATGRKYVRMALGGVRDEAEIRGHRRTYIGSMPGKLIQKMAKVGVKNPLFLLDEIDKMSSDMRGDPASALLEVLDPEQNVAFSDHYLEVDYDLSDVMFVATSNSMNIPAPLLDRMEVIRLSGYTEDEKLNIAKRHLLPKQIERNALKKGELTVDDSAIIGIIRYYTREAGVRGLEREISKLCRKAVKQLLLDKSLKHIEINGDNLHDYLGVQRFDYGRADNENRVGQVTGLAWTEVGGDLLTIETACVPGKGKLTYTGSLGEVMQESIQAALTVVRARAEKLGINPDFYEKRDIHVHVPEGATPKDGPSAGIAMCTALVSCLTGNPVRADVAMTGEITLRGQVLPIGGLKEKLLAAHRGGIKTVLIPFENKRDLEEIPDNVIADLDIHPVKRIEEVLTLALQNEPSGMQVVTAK
Neddylation inh – inhibitors of human cullin neddylation. AID 651699. P61081+Q13564. TR-FRET cullin neddylation, biochemical. 0.58% of 360,000 active. calls only at 25 µM; in the data active means inhibition above about 36%
MT1-MMP act inh – blocks activation of human MT1-MMP. P50281. HT1080 RFP-PRO-GFP cells, GFP/RFP ratio fluorescence, overnight; percent of plate control window, DMSO zero. GFP/RFP ratio change, % at 20 µM. 0.061% of 360,000 active;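 active means GFP/RFP ratio change of at least 30% with cell ATP level not reduced by more than half and red fluorescence within 50% of control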; further: strong numbers were not always called active
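Assay system: HT1080 cells carrying an RFP-PRO-GFP reporter | Dosing: Single dose of 20 µM compound, 1% DMSO final | Incubation: Cells overnight before dosing, compound overnight, 37 °C, 5% CO2 | Evaluation: GFP/RFP fluorescence ratio | Control set: DMSO and RFP-L50D-GFP cell wells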
SKN-1 inh – inhibitors of C. elegans SKN-1; AID 624304; C. elegans VP596 Pgst-4::GFP/RFP ratio, acrylamide-induced, 24 h; inhibition, % at 21.8 µM; 0.49% of 360,000 active;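 active means interference check ratio from 0.5 to 1.5 plus GFP to RFP signal ratio inhibition reaching or exceeding a fixed threshold, cut at about 30% in these data, passing the limit was not always enough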; further: some compounds called inactive have numbers as strong as hits
PABP1 MLLE inh – blocks PAM2 peptide binding to the PABP1 MLLE domain; GST-MLLE / FITC-PAM2 fluorescence polarization; inhibition, % at 20 µM; 0.36% of 360,000 active; in the data active means inhibition above about 35%, passing the limit was not always enough;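 further: plate controls were DMSO wells with GST-MLLE for no effect and wells lacking GST-MLLE protein for full effect; some results filed as inactive read as strong as hits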
FAS-TE inh – blocks the thioesterase domain of human fatty acid synthase; 0.67% of 360,000 active; inhibition, % at 15 µM; recombinant FAS-TE, OMFH fluorogenic substrate, fluorescence endpoint; P49327;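 active means compounds whose normalised, plate-corrected inhibition of enzyme fluorescence in the single-dose primary screen is 50% or more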;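 further: 0% = DMSO with enzyme and 100% = substrate without enzyme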
NRP1-CendR mod – NRP-1/CendR interaction modulation. FAM-RPARPAR peptide binding to NRP-1, fluorescence polarization. inhibition, % at 25 µM. O14786. 0.85% of 360,000 active;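 active means inhibition or corrected inhibition above about 18%, plus a signal ratio from 0.5 to 1.5, limit read from the data, passing the limit was not always enough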; further: strong numbers were not always called active
Starred values were filed as active, the others as inactive; i = inactive; x = no result given. These rows are one share of the data (hit frequency here may not be typical).

SMILES	bovine MsrA act	Rin1-Abl PPI inh	eLon inh	Neddylation inh	MT1-MMP act inh	SKN-1 inh	PABP1 MLLE inh	FAS-TE inh	NRP1-CendR mod
O=P(CN1CCN(c2ccccc2)CC1)(N1CCCCC1)N1CCCCC1	-9	-2	0	i	-2	16	-7	-8	34*
CC(=O)Nc1ccc(C(=O)C(Cc2ccccc2)N(C)C)cc1 (stereo not given)	-3	-1	-4	i	-10	-4	-9	-3	-23
Nc1c(C(=O)NCc2ccco2)c2nc3ccccc3nc2n1CCN1CCCCC1	-5	-7	-16	x	-10	25	-48	-1	-75
O=C1CN=C(c2ccccc2F)c2cc(Cl)ccc2N1	0	1	-3	i	x	4	0	0	-5
CCc1cccc(CC)c1NC(=S)N1CC2CC(C1)c1cccc(=O)n1C2 (stereo not given)	-5	1	1	i	1	-9	-4	-11	-29
c1ccc(P(c2ccccn2)c2ccccn2)cc1	-2	1	2	i	-5	9	44*	-5	1
CN1C(=O)C(=Cc2cc([N+](=O)[O-])ccc2N2CCCCC2)C(=O)N(C)C1=O	-4	4	-10	i	2	-11	-14	-1	-3
Cc1onc(-c2c(Cl)cccc2Cl)c1C(=O)Nc1ccc2c(C(F)(F)F)cc(=O)oc2c1	-1	1	-3	x	-4	6	-3	39	1
CC1(C)CCCN1CCC(C(N)=O)(c1ccccc1)c1ccccc1	-4	-2	-6	i	1	4	-13	-6	4
Cc1ccc(CC(=O)N2CCN(C)CC2)cc1	-2	-3	-3	i	0	9	-1	-1	-2
O=P(Nc1ccccc1)(Nc1ccccc1)Oc1ccc(Cl)cc1	-2	-1	-4	i	2	3	2	12	10
Oc1ccc(Cl)c(Cl)c1	-7	4	5	i	-1	4	10	1	-17
O=C(CN1CCCCC1)Nc1ccc(Br)cc1C(=O)c1ccccc1Cl	2	3	-6	i	-3	-1	6	12	1
CCCCn1c(=O)c(C(=O)NCc2ccccc2OC)c(O)c2ccccc21	-8	2	66*	i	1	-27	-4	29	0
COC(=O)C1=C(c2ccc(OC(F)(F)F)cc2)C[C@@H]2CC[C@H]1N2C(=O)NCCOc1ccc(OC)cc1	-1	6	7	i	-1	20	12	12	0
CN1CC(C(=O)c2ccc(Cl)cc2)C(c2ccccc2F)C1 (stereo not given)	-7	-2	-5	i	-11	4	-17	-3	24
COC1=C(C)C(=O)C2=C(C1=O)C(CO)N1C(C#N)C3CC4C(C1C2N1CCOC41)N3C (stereo not given)	-6	-2	19	i	-1	3	22	-11	-4
COC(=O)C1=C(c2ccc(F)cc2OCc2ccccc2)C[C@@H]2CC[C@H]1N2C(=O)NCc1ccco1	-2	0	-8	i	-8	7	5	9	-22
O=C1NC(=O)N(Cc2ccccc2)C(=O)/C1=C/N1CCCc2ccccc21	-7	4	-38	i	-15	0	-51	-8	-5
Cc1ccc(C2=NC(C)(C)N3C2C3c2ccc([N+](=O)[O-])cc2)cc1 (stereo not given)	-2	-2	12	i	1	4	27	8	-9

Of the compounds above, 2 have an aryl methoxy group.
SMILES	bovine MsrA act	Rin1-Abl PPI inh	eLon inh	Neddylation inh	MT1-MMP act inh	SKN-1 inh	PABP1 MLLE inh	FAS-TE inh	NRP1-CendR mod
CCCCn1c(=O)c(C(=O)NCc2ccccc2OC)c(O)c2ccccc21	-8	2	66*	i	1	-27	-4	29	0
COC(=O)C1=C(c2ccc(OC(F)(F)F)cc2)C[C@@H]2CC[C@H]1N2C(=O)NCCOc1ccc(OC)cc1	-1	6	7	i	-1	20	12	12	0

Going on with the list.
SMILES	bovine MsrA act	Rin1-Abl PPI inh	eLon inh	Neddylation inh	MT1-MMP act inh	SKN-1 inh	PABP1 MLLE inh	FAS-TE inh	NRP1-CendR mod
COc1c(/C=C2/C(=O)NC(=O)N(C)C2=O)c(CCN(C)C(=O)c2ccccc2)cc2c1OCO2	-7	-3	-13	i	1	-3	5	-6	-7
Cc1cc(OC(=O)CCCNC(=O)OC(C)(C)C)c2c3c(c(=O)oc2c1)CCC3	3	1	0	i	4	1	1	22	-4
O=C1NC(=S)NC(=O)C1=Cc1ccc(OCc2ccccc2)cc1	-3	-5	-11	i	-5	7	10	-4	-27
CC(C)=CCN1CC[C@@]2(C)c3cc(O)ccc3C[C@@H]1C2C (stereo not given in full)	-1	2	-11	i	-2	-3	-6	-4	-8
Clc1cccc(C2NCCc3[nH]cnc32)c1 (stereo not given)	-1	0	-7	i	2	20	5	-8	2
CCCCCN1C(=O)c2cc(OC)ccc2[C@@]2(C(=O)OCC)Cc3cc(OC)ccc3[C@@H]12	-1	x	-2	i	-11	6	x	52*	5
c1ccc(N2Cc3ccccc3-n3nncc3C2)nc1	-2	-4	-2	i	1	1	-14	-4	1
CCOC(=O)c1[nH]c2ccc(OC)cc2c1C(SCC(=O)O)c1ccc(C(F)(F)F)cc1 (stereo not given)	0	-1	0	x	0	-5	-3	2	-4
CN(C)CC1CSCCC1(O)c1ccc(Cl)cc1 (stereo not given)	-2	1	-13	i	0	-5	-7	-2	6
COc1ccc2c(c1)C13CCN(C)C(C2)C1CCC1(C3)OCCO1 (stereo not given)	-4	2	-11	i	-2	7	2	-5	4

2 records picked at random from the list so far:
SMILES	bovine MsrA act	Rin1-Abl PPI inh	eLon inh	Neddylation inh	MT1-MMP act inh	SKN-1 inh	PABP1 MLLE inh	FAS-TE inh	NRP1-CendR mod
CCOC(=O)c1[nH]c2ccc(OC)cc2c1C(SCC(=O)O)c1ccc(C(F)(F)F)cc1 (stereo not given)	0	-1	0	x	0	-5	-3	2	-4
CN1CC(C(=O)c2ccc(Cl)cc2)C(c2ccccc2F)C1 (stereo not given)	-7	-2	-5	i	-11	4	-17	-3	24

Among those listed so far, these contain a nitro group on carbon.
SMILES	bovine MsrA act	Rin1-Abl PPI inh	eLon inh	Neddylation inh	MT1-MMP act inh	SKN-1 inh	PABP1 MLLE inh	FAS-TE inh	NRP1-CendR mod
CN1C(=O)C(=Cc2cc([N+](=O)[O-])ccc2N2CCCCC2)C(=O)N(C)C1=O	-4	4	-10	i	2	-11	-14	-1	-3
Cc1ccc(C2=NC(C)(C)N3C2C3c2ccc([N+](=O)[O-])cc2)cc1 (stereo not given)	-2	-2	12	i	1	4	27	8	-9

Next results follow.
SMILES	bovine MsrA act	Rin1-Abl PPI inh	eLon inh	Neddylation inh	MT1-MMP act inh	SKN-1 inh	PABP1 MLLE inh	FAS-TE inh	NRP1-CendR mod
CC1CCCCN1CC(=O)c1ccc2cc[nH]c2c1 (stereo not given)	-4	-1	-13	i	1	-1	4	-5	-22
COC(=O)C(O)(c1ccc(NC(=O)c2cccs2)c(C)c1)C(F)(F)F (stereo not given)	-4	0	-7	i	0	4	17	-6	-3
CCCSc1nc(O)c(CC)c(=O)n1C(C)CC (stereo not given)	-4	4	-4	i	5	-3	0	-8	14
COc1ccc(Cl)cc1NC1=NCC(C)S1 (stereo not given)	0	-2	-4	i	-5	4	-15	-14	2
CC(C)CCNC(=O)CN1C(=O)CN=C(c2ccccc2)c2ccccc21	-3	-2	-4	i	3	3	5	-2	-12
CCOC(=O)c1c(C=O)c2ccccc2n1Cc1ccccc1F	-3	-2	2	i	-4	0	-13	22	0
O=C1NC(=O)N(Cc2ccccc2)C(=O)/C1=C\c1ccco1	-2	2	-96	i	-12	-3	-57	-1	-71
Cc1ccc(Cn2cc(C=O)c3ccccc32)cc1	-1	3	-5	i	-3	-9	0	9	8
COC(=O)c1c(C)[nH]c(C(=O)C(C)[N+]23CCN(CC2)CC3)c1C (stereo not given)	-4	-2	6	i	2	2	4	2	-1
c1ccc2[nH]c(CCNC3CCCCC3)nc2c1	7.8*	2	-7	i	-3	-6	-10	-11	-5
O=C(c1cc2ccccc2oc1=O)N1CCC2(CC1)OCCO2	-3	0	-8	i	-4	7	-9	-9	-4
CCCNS(=O)(=O)c1ccc(OCC(=O)N2CCN(Cc3ccc4c(c3)OCO4)CC2)cc1	-7	2	-4	i	2	-1	2	3	4
COc1ccc(N2C(=O)NC(=O)/C(=C\c3cn(C)c4ccccc34)C2=O)cc1	-4	2	-98	i	-10	5	i	-4	144
COc1cccc(N2C(=O)NC(=O)/C(=C/c3ccc([N+](=O)[O-])s3)C2=O)c1	0	-2	-60	i	-28	17	14	1	-26
O=c1[nH]c(=O)n(Cc2ccco2)c(O)c1C=NCCCn1ccnc1	-4	1	-8	i	-7	-7	-39	-8	-39
Cc1ccccc1NC(=O)CCl	-4	3	3	i	3	2	14	-7	7
Cc1ccsc1C(=O)C1CCCN(Cc2cnc(N3CCOCC3)s2)C1 (stereo not given)	-6	3	6	i	5	7	-13	-4	7
COc1ccc(-c2n(-c3ccccn3)c3ccccc3[n+]2-c2ccccn2)cc1	-1	4	-2	i	-3	0	7	-5	0
Cc1nc2ccc(Cl)cc2c(=O)n1-c1cccc(Cl)c1	-10	0	-4	i	14	6	-10	4	-11
O=c1c2ccccc2nc(-c2ccoc2)n1-c1ccccc1	-2	-1	2	i	4	3	-5	-3	-16
CCn1c(O)c(C=NCCc2c[nH]c3ccccc23)c(=O)[nH]c1=O	-3	1	-10	i	1	-8	-21	-7	-4
N=C1c2ccccc2CN1NC(=O)c1ccc(Br)o1	0	-4	7	i	1	-8	1	-7	17
CN(C)C=C1C(=O)N(C2CCCCC2)C(=O)N(C2CCCCC2)C1=O	-13	-5	5	i	0	-11	-6	-6	10
CS(=O)(=O)c1ccc(C2=C(CNC(=O)c3cccnc3)[C@H]3CC[C@@H](C2)N3Cc2ccco2)cc1	-3	-6	2	i	-1	1	-8	-12	-11
CCCNC(=O)N1[C@H]2CC[C@@H]1C(C(=O)OC)=C(c1ccc(F)cc1OCc1ccccc1)C2	-2	2	-10	i	-2	-4	-6	2	11
CCOC(=O)C1(c2ccccc2)CCN(CCC(=O)Nc2cccc(Br)c2)CC1	-2	4	-7	i	3	4	0	16	-1
Cc1cccc(C)c1-n1nnnc1C(c1cccc2ccccc12)N1CCC(n2c(=O)[nH]c3ccccc32)CC1 (stereo not given)	-4	5	-7	i	-12	4	-4	86*	0
O=c1[nH]c(=O)n(Cc2ccccc2)c(O)c1/C=N/Nc1c(F)c(F)c(F)c(F)c1F	-1	-1	-34	i	-3	17	-74	-8	-25
O=C1NC(=O)C(=Cc2ccc(Cl)cc2)C(=O)N1	-7	x	-7	i	8	-2	x	-1	-5
N=C(N)c1c(O)n(C2CCCCC2)c(=O)n(C2CCCCC2)c1=O	-6	1	-5	i	-9	14	3	23	9
CC(C)[N+](C)(CCC(C(N)=O)(c1ccccc1)c1ccccc1)C(C)C	0	1	-4	i	-1	11	-28	-2	-8

Taken from above.
SKN-1 inh, N=C1c2ccccc2CN1NC(=O)c1ccc(Br)o1 = -8
SKN-1 inh, CS(=O)(=O)c1ccc(C2=C(CNC(=O)c3cccnc3)[C@H]3CC[C@@H](C2)N3Cc2ccco2)cc1 = 1
bovine MsrA act, O=C1NC(=O)C(=Cc2ccc(Cl)cc2)C(=O)N1 = -7
SKN-1 inh, CCOC(=O)C1(c2ccccc2)CCN(CCC(=O)Nc2cccc(Br)c2)CC1 = 4
MT1-MMP act inh, CC(C)[N+](C)(CCC(C(N)=O)(c1ccccc1)c1ccccc1)C(C)C = -1
MT1-MMP act inh, CCCNC(=O)N1[C@H]2CC[C@@H]1C(C(=O)OC)=C(c1ccc(F)cc1OCc1ccccc1)C2 = -2
SKN-1 inh, O=c1[nH]c(=O)n(Cc2ccccc2)c(O)c1/C=N/Nc1c(F)c(F)c(F)c(F)c1F = 17
